# From PubChem
# HePTP inhibitor: human HePTP phosphatase inhibition; P35236; recombinant HePTP phosphatase activity, OD absorbance; inhibition, % at 20 µM; 0.64% of 110,000 active; AID 521; in the data active = inhibition above about 50%;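 also: plate controls were vehicle for no effect and reference inhibitor for full effect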
# Target sequence (P35236 whole entry, looked up): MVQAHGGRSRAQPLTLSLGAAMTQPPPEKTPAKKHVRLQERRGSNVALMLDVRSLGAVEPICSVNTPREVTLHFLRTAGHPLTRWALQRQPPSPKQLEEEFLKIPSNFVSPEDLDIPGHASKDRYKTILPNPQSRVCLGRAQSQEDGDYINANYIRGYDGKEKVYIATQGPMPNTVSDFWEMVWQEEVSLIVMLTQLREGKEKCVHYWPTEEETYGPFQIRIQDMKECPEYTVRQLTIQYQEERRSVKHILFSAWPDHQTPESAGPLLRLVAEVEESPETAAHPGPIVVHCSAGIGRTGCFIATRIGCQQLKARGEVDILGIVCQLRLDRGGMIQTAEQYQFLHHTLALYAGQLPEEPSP
# BAP1 inh: inhibitors of human BAP1 deubiquitinase | 0.48% of 72,000 active | recombinant BAP1, Ub-AMC hydrolysis fluorescence kinetic; hits give low values | activity remaining (% of control), % at 20 µM | AID 436 | Q92560;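 active = activity remaining at or below 50% of control, provided the compound also passes the data quality filters; inactive = the rest, including low values that fail the filters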;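 also: 100% = DMSO wells rate and 0% = substrate alone blank rate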
# Target sequence (Q92560 whole entry, looked up): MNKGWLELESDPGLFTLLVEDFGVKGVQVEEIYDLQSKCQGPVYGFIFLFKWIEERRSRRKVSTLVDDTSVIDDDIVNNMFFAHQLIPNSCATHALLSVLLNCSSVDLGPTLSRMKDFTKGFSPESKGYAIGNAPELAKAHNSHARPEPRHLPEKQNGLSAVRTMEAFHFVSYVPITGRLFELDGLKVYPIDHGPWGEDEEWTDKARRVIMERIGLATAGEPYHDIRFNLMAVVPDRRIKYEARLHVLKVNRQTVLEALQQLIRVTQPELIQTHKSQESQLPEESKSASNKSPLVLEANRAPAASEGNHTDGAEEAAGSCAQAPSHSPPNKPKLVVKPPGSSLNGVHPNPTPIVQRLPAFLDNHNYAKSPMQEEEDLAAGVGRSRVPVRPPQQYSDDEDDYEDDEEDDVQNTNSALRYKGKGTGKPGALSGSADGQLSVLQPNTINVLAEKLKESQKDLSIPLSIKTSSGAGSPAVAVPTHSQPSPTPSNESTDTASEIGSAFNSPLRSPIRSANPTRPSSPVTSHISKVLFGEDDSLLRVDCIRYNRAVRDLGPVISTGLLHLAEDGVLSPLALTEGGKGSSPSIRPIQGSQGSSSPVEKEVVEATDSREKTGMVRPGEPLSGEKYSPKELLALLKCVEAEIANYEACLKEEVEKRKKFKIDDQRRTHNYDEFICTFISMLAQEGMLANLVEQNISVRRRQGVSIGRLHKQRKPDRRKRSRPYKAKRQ
# The depositor's hits bear a star; · = not tested or not shown; & = joins results of further samples.
SMILES,HePTP inhibitor,BAP1 inh
CC1(C)CC(=O)N(CC(=O)NCc2ccccc2)c2ccccc2S1(=O)=O,39,89
CC1=C(C(=O)OC(C)C)C(c2ccccc2Br)CC(=O)N1 (stereo not drawn),4,·
O=C1C(Nc2ccccc2)=CC(Nc2ccccc2)/C1=C\c1ccccc1 (stereo not drawn),10,·
COc1ccc(S(=O)(=O)Nc2ccc(C#N)cc2)cc1,10,·
O=C(CN1C(=O)c2cccc3cccc1c23)NCC1CCCO1 (stereo not drawn),-1,70
COc1ccc(CCNC(=O)C2CCN(S(C)(=O)=O)CC2)cc1OC,17,73
COc1ccc2c(c1)[nH]c1c(=O)n(CCc3cnc[nH]3)cnc12,-6,79
CCN1CCN(c2ncnc3c2oc2nc(C)c4c(c23)CC(C)(C)OC4)CC1,-2,101
O=C1c2ccccc2C(=O)N1CCSc1nncs1,2,133
COC(=O)c1oc2ccc(Br)cc2c1NC(=O)CN1CCN(C)CC1,0,112
Cc1cccc(C(=O)Nc2ccc(Oc3ccccc3)cc2)c1,0,·
COc1ccc(CCNC(=O)C(=O)Nc2ccccc2C)cc1,6,·
CCOC(=O)c1c(NC(C)=O)sc2c1CCC(C)C2 (stereo not drawn),-8,·
Cc1nc2c(-c3ccccc3)c(C)nn2c(C)c1CC(=O)O,-11,82
COc1ccc(CCC(=O)NCCc2cn3c(C)csc3n2)cc1,-2,88
O=C(Nc1ccc(F)cc1F)c1sc2ccccc2c1Cl,-1,·
COCn1c(-c2cccc(Br)c2)nc2ccccc21,6,97
COC(=O)c1ccc(OCCN2C3=NCCN3c3ccccc32)cc1,9,110
Cc1cc(CC(C)C)n(-c2nc3ccccc3c(=O)n2OCC(N)=O)n1,-1,103
Cc1ccc(C(=O)N/C(=C/c2ccc(-c3ccc(Cl)cc3Cl)o2)C(=O)NCCCO)cc1,5,·
O=C1c2ccccc2C(=O)N1CC(O)Cn1c2ccc(Cl)cc2c2cc(Cl)ccc21 (stereo not drawn),4,·
Cc1nc2ccc(N)cc2c(=O)n1Cc1ccc(Cl)cc1,4,·
CCc1ccc(C(=O)NCC2COc3ccccc3O2)o1 (stereo not drawn),0,96
CCOC(=O)Nc1ccccc1N1C(=O)c2ccccc2C1=O,7,109
O=C1CC(N2CCN(c3ccccc3)CC2)C(=O)N1c1ccc(F)cc1 (stereo not drawn),2,·
O=C1CC(N2CCCCC2)C(=O)N1Cc1ccccc1 (stereo not drawn),4,·
O=C1/C(=C\c2cc(Cl)c(O)c(Cl)c2)SC(=S)N1c1ccccc1,21,·
CCOc1cc(OCC)cc(C(=O)NCc2ccccc2)c1,7,·
CC(O)(C#CCN1CCCCC1)c1ccccc1 (stereo not drawn),-9,·
O=C(COc1ccc(Cl)cc1Cl)Nc1cc(-c2ccc(F)cc2)[nH]n1,2,·
Cc1cc(=O)n2nc(N3CCC(C(=O)N4CCN(Cc5ccccc5)CC4)CC3)sc2n1,5,102
CCOc1cc(-c2ccccc2)nc(N)n1,4,78
Cc1cc(S(=O)(=O)N(C)CCc2ccccc2)ccc1-n1cnnn1,3,104
COc1ccc(Br)cc1/C=C/C(=O)Nc1ccc(O)c(-c2nc3ccccc3o2)c1,3,·
Cn1c(SCC(=O)N2CCOCC2)nnc1-c1ccc(NC(=O)c2ccccc2F)cc1,-3,86
Cc1ccc(SCCNC(=O)/C=C/c2ccccc2Cl)cc1,5,·
CCCOc1ccc(C(=O)N2CCN(c3ccc(NC(=O)CC)cc3Cl)CC2)cc1,1,·
Cc1ccc(S(=O)(=O)Nc2ccccc2-c2ccccc2)cc1[N+](=O)[O-],-7,·
O=C(O)CCSCc1ccccc1F,0,97
COc1ccc(N(CC(=O)Nc2ccc(Br)cc2)S(=O)(=O)c2ccc(C)cc2)c(OC)c1,-8,·
CN(CC(=O)NC1CCCCC1)S(=O)(=O)c1ccc(Cl)cc1,-3,66
O=C(Nc1ccccc1)Nc1nnc(-c2ccccc2I)s1,4,·
COC(=O)C1=C(O)/C(=C/c2ccc(N(C)C)cc2)N=C1C,-8,·
CCOC(=O)C(CC)Sc1ncnc2nc[nH]c12 (stereo not drawn),-3,105
Cc1ccc(S(=O)(=O)Cn2nnnc2C(c2ccccn2)N2CCN(c3ccccc3)CC2)cc1 (stereo not drawn),5,102
CC(=O)N1CCC(=O)N(C(C)C)c2ccccc21,-9,95
CCOC(=O)C1CCCN(c2c(NCc3ccco3)c(=O)c2=O)C1 (stereo not drawn),0,102
Cc1ccccc1-c1nc(CS(=O)(=O)CC(=O)N(C)C2CCCCC2)c(C)o1,11,97
COc1ccc(/C=N/Nc2nnc3c(n2)[nH]c2ccc(C)cc23)cc1OC,-2,·
C#C[C@]1(O)CC[C@H]2[C@@H]3CCC4=Cc5oncc5CC4(C)[C@H]3CCC21C (stereo partly drawn),·,81

# (next part)
SMILES,HePTP inhibitor,BAP1 inh
CC(C)c1cc(C(=O)NCc2ccco2)no1,15,96
COc1ccc(C2NC(=O)NC(C)=C2C(C)=O)cc1 (stereo not drawn),10,·
O=C(Nc1cnc2ccccn2c1=O)c1ccc(F)cc1,3,107
Cc1ccnc(N(C(=O)c2cccs2)C(=O)c2cccs2)c1,12,74
O=C(c1ccco1)N1CCN(CC2CC3C=CC2C3)CC1 (stereo not drawn),-8,94
O=C(c1ccccc1Cl)N1CCN(c2ccc(Cl)cc2)CC1,12,·
COc1ccc([N+](=O)[O-])cc1-c1ccc(C=C2C(=O)c3ccccc3C2=O)o1,-6,·
Cc1ccc(C(=O)Nc2ccc(NC(=O)c3ccccc3Cl)cc2)cc1[N+](=O)[O-],6,·
O=C(O)COc1ccccc1C1C2C(=O)N(c3ccc(F)cc3)C(=O)C2ON1c1ccccc1 (stereo not drawn),12,90
Oc1ccccc1Oc1ncc(Br)c(N2CCOCC2)n1,8,103
CCc1nc(NCC2CCCN2CC)c2nnn(Cc3ccccc3F)c2n1 (stereo not drawn),-1,106
O=C(CSCCO)Nc1cccc2ccccc12,3,128
CC(C)OC(=O)CC(=O)CSc1nc2c(cc1C#N)CCCC2,1,232
CCc1nnc(NC(=O)CSc2nnc(-c3ccccc3OC)n2-c2ccccc2)s1,1,101
COc1ccccc1CC(=O)N1CCN(c2cccc(Cl)c2)CC1,-3,·
COc1cc(OC)cc(C(=O)N2CCN(C(=O)C(c3ccccc3)c3ccccc3)CC2)c1,-15,·
CC(=O)Nc1cc(C(=O)N2CCOCC2)ccc1S(=O)(=O)c1ccc(C)cc1,-11,91
CC(=O)N(CCP(=O)(c1ccccc1)c1ccccc1)Cc1ccco1,0,85
O=C(CCSCCc1ccccn1)Nc1ccccn1,0,86
COc1cc(C(=O)Nc2ccc(-n3cnnn3)c(C)c2)cc(OC)c1OC,4,106
COC(=O)C1=C(C)N(C)C(C)=C(C(=O)OC)C1c1ccc(F)c(Br)c1,2&-9,79
O=C(Nc1ccc(OC(F)(F)F)cc1)C(c1ccccc1)c1ccccc1,1,·
CN(C)c1ccc(/C=C2\SC(N3CCCC3)=NC2=O)cc1,2,·
CCOC(=O)c1ccc(NC(=O)Nc2ccc3c4c(cccc24)C(=O)N3CC)cc1,7,62
CC1=CC(C)(C)Nc2ccc(OC(=O)COc3ccc4ccccc4c3)cc21,1,·
Cc1ccnc2ccc(-c3nc4ccccc4o3)cc12,3,199
O=C(Nc1ccc(F)cc1)c1oc2ccccc2c1NC(=O)C1CCCC1,2,·
COc1ccc(-c2noc(-c3cccc([N+](=O)[O-])c3C)n2)cc1,-5,·
Cc1ccc(N2C(=O)c3oc4ccccc4c(=O)c3C2c2cccnc2)nc1 (stereo not drawn),2,94
CN(C)S(=O)(=O)c1cccc(C(=O)OCC(=O)N2c3ccccc3NC(=O)C2(C)C)c1,2,98
CCCC(=O)Nc1ccc2oc(-c3ccc(OC)c(Br)c3)nc2c1,8,·
COc1ccc(-c2nc(-c3cc(OC)c(O)c(OC)c3)[nH]c2-c2ccc(OC)cc2)cc1,-3,·
O=C(CP(=O)(c1ccccc1)c1ccccc1)c1ccccc1,0,·
O=C(CCn1c(=O)c2ccccc2n(CC(=O)NCCC2=CCCCC2)c1=O)NCc1ccco1,6,114
COc1ccc(S(=O)(=O)N(CC(=O)Nc2ccc(C(C)=O)cc2)c2cc(C)cc(C)c2)cc1OC,-9,·
Cc1cc(C)cc(Nc2cc(=O)n(C3CCCCC3)c(=O)[nH]2)c1,2,67
CCC12c3ccccc3C(c3ccccc31)C1C(=O)N(c3cc(Cl)ccc3C)C(=O)C12 (stereo not drawn),-2,·
O=S(=O)(NN=Cc1cn(-c2ccccc2)nc1-c1ccco1)c1ccccc1,8,·
CCOC(=O)N1CCC(NC(=O)c2csc3c2CCCC3)CC1,-1,90
O=C(NCc1ccco1)c1noc2c1CCCCC2,5,101
Cn1nnnc1SCC(=O)NC(=O)NCc1ccccc1,9,106
O=C(c1ccco1)N(Cc1cc2ccccc2[nH]c1=O)C1CCCCC1,8,101
CC1=C(C(=O)Nc2cccc(C)n2)C(c2ccc3c(c2)OCO3)C2=C(CC(c3ccco3)CC2=O)N1 (stereo not drawn),6,65
CCC(c1nnnn1C1CCCCC1)N(Cc1ccco1)Cc1cc2ccc(OC)cc2[nH]c1=O (stereo not drawn),2,·
CCOCCOC(=O)C1=C(C)Nc2ccc(C)cc2S1,2,58
COc1ccc(CN2CCN(Cc3ccncc3)CC2)c(OC)c1OC,12,·
NC1=NC(=O)/C(=C/c2cc(Cl)c(OCc3ccccc3)c(Cl)c2)S1,4,·
Oc1cccc(C=Nc2cccc(C(F)(F)F)c2)c1,-10,·
CCOC(=O)CN1C(c2ccccc2O)Nc2ccc(Br)cc2C1c1ccccc1 (stereo not drawn),8,·
Cc1c(C)n(CC(O)CNc2ccccc2)c2ccccc12 (stereo not drawn),·,73

# Later entries
SMILES,HePTP inhibitor,BAP1 inh
N/C(CC(=O)Nc1cccc(C(F)(F)F)c1)=N/O,1,93
CCCNC(=O)CS(=O)Cc1nc(-c2ccc(OC)cc2)oc1C (stereo not drawn),7,93
CCOc1ccccc1Nc1nc(N)nc(CN(C)C2CCCCC2)n1,5,102
COc1cccc(NC(=O)COc2cc(C)ccc2C(C)(C)C)c1,·,50
CCOC(=O)/C(C#N)=C1\Nc2ccccc2N=C1N(CC(C)C)CC(C)C,2,·
CCOC(=O)C1=C(C)NC(=S)NC1c1ccc(OC(F)F)cc1 (stereo not drawn),-5,·
CCc1nc(NCCCn2ccnc2)c2oc3ccccc3c2n1,-5,114
CCN(CC)S(=O)(=O)c1cccc(C(=O)Nc2nc3cc4c(cc3s2)OCCO4)c1,9,·
CC[n+]1c(/C=C/c2ccc([N+](=O)[O-])cc2)sc2ccccc21,-9,·
Cn1c(=O)n(Cc2ccccc2F)c2ccccc21,-5,89

# Quoted at random: 2 compounds from above
SMILES,HePTP inhibitor,BAP1 inh
CCN(CC)S(=O)(=O)c1cccc(C(=O)Nc2nc3cc4c(cc3s2)OCCO4)c1,9,·
CCOc1ccccc1Nc1nc(N)nc(CN(C)C2CCCCC2)n1,5,102

# Rewritten with bars between the fields: entries from further up
molecule | HePTP inhibitor | BAP1 inh
CC1=C(C(=O)Nc2cccc(C)n2)C(c2ccc3c(c2)OCO3)C2=C(CC(c3ccco3)CC2=O)N1 (stereo not drawn) | 6 | 65
CCC(c1nnnn1C1CCCCC1)N(Cc1ccco1)Cc1cc2ccc(OC)cc2[nH]c1=O (stereo not drawn) | 2 | ·
CCOCCOC(=O)C1=C(C)Nc2ccc(C)cc2S1 | 2 | 58
COc1ccc(CN2CCN(Cc3ccncc3)CC2)c(OC)c1OC | 12 | ·
NC1=NC(=O)/C(=C/c2cc(Cl)c(OCc3ccccc3)c(Cl)c2)S1 | 4 | ·
Oc1cccc(C=Nc2cccc(C(F)(F)F)c2)c1 | -10 | ·
CCOC(=O)CN1C(c2ccccc2O)Nc2ccc(Br)cc2C1c1ccccc1 (stereo not drawn) | 8 | ·
Cc1c(C)n(CC(O)CNc2ccccc2)c2ccccc12 (stereo not drawn) | · | 73
N/C(CC(=O)Nc1cccc(C(F)(F)F)c1)=N/O | 1 | 93
CCCNC(=O)CS(=O)Cc1nc(-c2ccc(OC)cc2)oc1C (stereo not drawn) | 7 | 93
CCOc1ccccc1Nc1nc(N)nc(CN(C)C2CCCCC2)n1 | 5 | 102
COc1cccc(NC(=O)COc2cc(C)ccc2C(C)(C)C)c1 | · | 50
CCOC(=O)/C(C#N)=C1\Nc2ccccc2N=C1N(CC(C)C)CC(C)C | 2 | ·
CCOC(=O)C1=C(C)NC(=S)NC1c1ccc(OC(F)F)cc1 (stereo not drawn) | -5 | ·
CCc1nc(NCCCn2ccnc2)c2oc3ccccc3c2n1 | -5 | 114

# Next part
SMILES,HePTP inhibitor,BAP1 inh
CC1=C(C(=O)OCCOc2ccccc2)C(c2cccnc2)C2=C(CC(C)(C)CC2=O)N1 (stereo not drawn),·,57
CCC(=O)Nc1nc(C)c(-c2csc(Nc3ccc(N(C)C)cc3)n2)s1,-1,·
COC(=O)c1cc(NC(=O)c2ccc(-c3ccc([N+](=O)[O-])cc3)o2)cc(C(=O)OC)c1,-3,·
Cc1ccccc1NCC(=O)N/N=C\c1ccccc1O,4,·
CC(=O)Nc1ccc2oc(-c3cccc4c(Br)cccc34)nc2c1,3,·
CC(C)(C)S(=O)(=O)c1ccc2nc3c(n2c1)CCCC3,0,111
O=C(O)CN(c1ccccc1)S(=O)(=O)c1ccccc1[N+](=O)[O-],2,·
CCOc1cccc(C(=O)Nc2cc(NC(=O)c3cccc(OCC)c3)cc(C(=O)O)c2)c1,-4,·
CC(C)(CNS(=O)(=O)c1ccc(F)cc1)CNS(=O)(=O)c1ccc(F)cc1,5,103
CCNC(=O)CC1SC(=Nc2cccc(Cl)c2C)N(C)C1=O (stereo not drawn),-4,118
O=C(c1ccc2c(c1)OCO2)[C@@H]1[C@@H]2C(=O)N(C3CCCCC3)C(=O)[C@@H]2C2c3ccccc3C=CN21 (stereo partly drawn),-1,59
N#Cc1nc(COc2ccc(Cl)cc2)oc1N1CCN(Cc2ccccc2)CC1,6,·
O=C1C=CC(=O)N1c1ccc(Cc2ccc(N3C(=O)C=CC3=O)c(Cl)c2)cc1Cl,-12,·
COc1ccc2nc(SC)nc(C)c2c1,-13,·
Cc1ccc(S(=O)(=O)N(Cc2ccco2)CC(O)Cn2c3ccccc3c3ccccc32)cc1 (stereo not drawn),-1,·
